sgs1 mgt1: NCI yeast anticancer drug screen, S. cerevisiae sgs1 mgt1 strain | growth inhibition, % at 50 µM | actives 10% (n = 78,000) | AID 161;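 note: 0% = growth of vehicle-only cultures of the same strain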
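Yeast cells carrying a defined DNA-repair defect were exposed to test compounds. Growth inhibition was measured relative to vehicle-treated controls.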
rad50: NCI yeast anticancer drug screen, S. cerevisiae rad50 strain; growth inhibition, % at 50 µM; actives 10% (n = 79,000);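 note: 0% = growth of vehicle-only cultures of the same strain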
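Compounds were tested on a yeast strain with an engineered DNA damage repair alteration; the reported value is growth inhibition normalised to vehicle treatment.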
mec2-1: NCI yeast anticancer drug screen, S. cerevisiae mec2-1 strain | growth inhibition, % at 50 µM | actives 9% (n = 79,000) | AID 157;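 note: 0% = growth of vehicle-only cultures of the same strain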
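Strain: mec2-1 (DNA repair/cell cycle alteration). Compound exposure, then growth measured; inhibition expressed relative to vehicle.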
yeast bub3: NCI yeast anticancer drug screen, S. cerevisiae bub3 mutant strain; actives 9.9% (n = 78,000); growth inhibition, % at 50 µM;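 note: 0% = growth of vehicle-only cultures of the same strain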
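Screening used yeast with an engineered genetic alteration affecting cell cycle control. Compound-exposed cultures were compared with vehicle cultures, and reduced growth was taken as inhibition.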
cln2 rad14: NCI yeast anticancer drug screen, S. cerevisiae cln2 rad14 strain | % growth inhibition at 50 µM | actives 8.3% (n = 78,000);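 note: 0% = growth of vehicle-only cultures of the same strain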
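Each compound was tested on cln2 rad14 yeast. Inhibition of growth was calculated against vehicle-exposed controls.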
mlh1 rad18: NCI yeast anticancer drug screen, S. cerevisiae mlh1 rad18 strain. % growth inhibition at 50 µM. actives 11% (n = 79,000);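 note: 0% = growth of vehicle-only cultures of the same strain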
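Vehicle-treated cultures served as the reference for growth inhibition in a yeast strain carrying DNA damage repair alterations exposed to each compound.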
* hit, by the source's call; & = joins results of further samples. Cut-off read from the data, not from the text of the source: active = growth inhibition above about 70%; inactive = the rest.

The first four entries, to show the layout:
For COc1ccc(-c2c(C(C)=O)c(-c3ccccc3)n(C3OC(CO)C(O)C(O)C3O)c(=S)c2C#N)cc1 (centres undefined) the results were sgs1 mgt1 6.6, rad50 -17.7, mec2-1 -3.7, yeast bub3 1.3, cln2 rad14 4.0 and mlh1 rad18 6.2.
For CC(=O)Nc1cccc(N(C)C)c1 the results were sgs1 mgt1 -16.8, rad50 -17.1, mec2-1 -10.5, yeast bub3 -1.9, cln2 rad14 -13.7 and mlh1 rad18 -1.8.
Screening Cn1c2c(c3ccccc31)CCN(CCCN1CCN(c3cccc(Cl)c3)CC1)C2=O returned sgs1 mgt1 78.7*, rad50 79.2*, mec2-1 54.1, yeast bub3 80.0*, cln2 rad14 73.8* and mlh1 rad18 71.0*.
Screening NN(c1ccccc1)c1ccccc1 returned sgs1 mgt1 35.5, rad50 23.5, mec2-1 6.5, yeast bub3 24.2, cln2 rad14 25.9 and mlh1 rad18 19.1.

This part in full (from the top)
For COc1ccc(-c2c(C(C)=O)c(-c3ccccc3)n(C3OC(CO)C(O)C(O)C3O)c(=S)c2C#N)cc1 (centres undefined) the results were sgs1 mgt1 6.6, rad50 -17.7, mec2-1 -3.7, yeast bub3 1.3, cln2 rad14 4.0 and mlh1 rad18 6.2.
For CC(=O)Nc1cccc(N(C)C)c1 the results were sgs1 mgt1 -16.8, rad50 -17.1, mec2-1 -10.5, yeast bub3 -1.9, cln2 rad14 -13.7 and mlh1 rad18 -1.8.
Screening Cn1c2c(c3ccccc31)CCN(CCCN1CCN(c3cccc(Cl)c3)CC1)C2=O returned sgs1 mgt1 78.7*, rad50 79.2*, mec2-1 54.1, yeast bub3 80.0*, cln2 rad14 73.8* and mlh1 rad18 71.0*.
Screening NN(c1ccccc1)c1ccccc1 returned sgs1 mgt1 35.5, rad50 23.5, mec2-1 6.5, yeast bub3 24.2, cln2 rad14 25.9 and mlh1 rad18 19.1.
`COc1cc(NC(C)CCCNC(C)C)c2nccc(C)c2c1` (centres undefined) gave sgs1 mgt1 20.9, rad50 17.4, mec2-1 16.3, yeast bub3 11.6, cln2 rad14 3.2 and mlh1 rad18 27.9.
`CC(=O)Nc1cccc(C(C)=O)c1` gave sgs1 mgt1 10.5, rad50 -1.1, mec2-1 6.4, yeast bub3 2.4, cln2 rad14 4.8 and mlh1 rad18 -3.6.
Cn1cnc([N+](=O)[O-])c1C(N)=O was read as sgs1 mgt1 -7.8, rad50 4.6, mec2-1 5.5, yeast bub3 5.2, cln2 rad14 2.8 and mlh1 rad18 1.6.
For COCCOCCOCCOCCOC(=O)CCn1cc(F)c(=O)[nH]c1=O the results were sgs1 mgt1 1.2, rad50 32.7, mec2-1 -3.6, yeast bub3 0.8, cln2 rad14 16.9 and mlh1 rad18 -12.3.
CCCCCOC(=O)CCCC1CCCCC1 was read as sgs1 mgt1 -19.9, rad50 -15.0, mec2-1 -12.7, yeast bub3 1.6, cln2 rad14 3.0 and mlh1 rad18 -3.5.
CN(N=C(/C=N/N(C)c1ccccc1)/C=N/N(C)c1ccccc1)c1ccccc1 was read as sgs1 mgt1 -6.6, rad50 6.2, mec2-1 -4.2, yeast bub3 -5.0, cln2 rad14 -12.2 and mlh1 rad18 3.6.
`Nc1ccc2[nH]c(=O)c(=O)[nH]c2c1` gave sgs1 mgt1 -24.1, rad50 2.0, mec2-1 14.7, yeast bub3 1.1, cln2 rad14 5.0 and mlh1 rad18 14.8.
Screening COc1c2c(c(OC)c3c1c(=O)c1ccccc1n3C)OCO2 returned sgs1 mgt1 31.8, rad50 9.2, mec2-1 -30.1, yeast bub3 7.8, cln2 rad14 12.3 and mlh1 rad18 5.3.
Screening COC(=O)/C=C/c1ccccc1 returned sgs1 mgt1 -15.6, rad50 17.4, mec2-1 -14.3, yeast bub3 -27.9, cln2 rad14 -1.2 and mlh1 rad18 19.4.
`Cc1cc2nc3ccc(N(C)C)cc3nc2cc1N` gave sgs1 mgt1 45.9, rad50 51.6, mec2-1 93.8*, yeast bub3 94.9*, cln2 rad14 82.2* and mlh1 rad18 92.0*.
Screening CC(C)(C)OC(=O)NC(Cc1ccccc1)C(=O)N[C@H]1c2ccsc2/C(=N/O)[C@H]1O (some centres undefined) returned sgs1 mgt1 3.8, rad50 -9.2, mec2-1 -7.0, yeast bub3 -4.8, cln2 rad14 9.2 and mlh1 rad18 29.9.
Screening CC(=O)O[C@H]1[C@@H]2CC(C)(C)CC2=C(C=O)C2(C=O)CC12C (some centres undefined) returned sgs1 mgt1 99.7*, rad50 99.5*, mec2-1 99.5*, yeast bub3 46.8, cln2 rad14 99.2* and mlh1 rad18 99.7*.
`CCCCOC(=O)CCCCCC1CCCCC1` gave sgs1 mgt1 3.8, rad50 -7.8, mec2-1 -8.3, yeast bub3 -5.5, cln2 rad14 -87.2 and mlh1 rad18 -10.8.
Screening CC12CCC(=O)C=C1CCC1C2C(=O)CC2(C)C1CCC2(O)C(=O)Cn1c(=O)[nH]cc(F)c1=O (centres undefined) returned sgs1 mgt1 3.5, rad50 6.0, mec2-1 -5.8, yeast bub3 -0.8, cln2 rad14 5.7 and mlh1 rad18 2.3.
CC(C)(C)c1cc(/C=N/NC(=O)COCC(=O)N/N=C/c2cc(C(C)(C)C)c(O)c(C(C)(C)C)c2)cc(C(C)(C)C)c1O was read as sgs1 mgt1 -7.6, rad50 -8.3, mec2-1 -6.3, yeast bub3 -1.1, cln2 rad14 -19.4 and mlh1 rad18 6.4.
For Cn1c(=N)n[n+]([O-])c2ccccc21 the results were sgs1 mgt1 25.6&-0.7, rad50 56.0&3.9, mec2-1 47.6&2.6, yeast bub3 43.6&12.1, cln2 rad14 22.5&11.6 and mlh1 rad18 14.4&-49.2.
Screening CCOC(=O)c1cc([N+](=O)[O-])c(Sc2ncnc3nc[nH]c23)c([N+](=O)[O-])c1 returned sgs1 mgt1 56.0, rad50 17.4, mec2-1 58.0, yeast bub3 33.1, cln2 rad14 60.3 and mlh1 rad18 86.2*.
Screening CC(C)Oc1ccc(C(=O)O)cc1 returned sgs1 mgt1 4.8, rad50 23.6, mec2-1 5.0, yeast bub3 -19.1, cln2 rad14 -0.1 and mlh1 rad18 14.1.
Nc1[nH][nH]c(=O)c1N was read as sgs1 mgt1 24.4, rad50 24.2, mec2-1 -3.9, yeast bub3 22.0, cln2 rad14 23.5 and mlh1 rad18 13.4.
For Cn1c(COc2ccc(/C=N\NC(=O)c3ccc(C(=O)N/N=C/c4ccc(OCc5c[n+]6ccccc6n5C)cc4)cc3)cc2)c[n+]2ccccc12 the results were sgs1 mgt1 -2.9, rad50 -5.0, mec2-1 3.5, yeast bub3 1.6, cln2 rad14 26.7 and mlh1 rad18 -36.8.
`NC(Cc1c(F)c(F)c(F)c(F)c1F)C(=O)O` (centres undefined) gave sgs1 mgt1 11.2, rad50 -2.6, mec2-1 3.0, yeast bub3 -12.1, cln2 rad14 -11.3 and mlh1 rad18 -7.4.
c1ccc(COC2NCCN2Cc2ccccc2)cc1 (centres undefined) was read as sgs1 mgt1 -10.7, rad50 -29.6, mec2-1 -20.5, yeast bub3 -55.5, cln2 rad14 6.8 and mlh1 rad18 -7.8.
Screening NC(N)=NCC(=O)O returned sgs1 mgt1 -24.3, rad50 -20.4, mec2-1 -9.1, yeast bub3 -36.5, cln2 rad14 14.0 and mlh1 rad18 -12.8.
`CC/C=C/c1cccc(OC)c1` gave sgs1 mgt1 -34.4, rad50 -36.0, mec2-1 -39.5, yeast bub3 -16.4, cln2 rad14 -17.6 and mlh1 rad18 -36.4.
`NC(=O)c1ncn(C2OC(COP(=O)(O)O)C(O)C2O)n1` (centres undefined) gave sgs1 mgt1 -2.5, rad50 -8.8, mec2-1 3.5, yeast bub3 -4.9, cln2 rad14 -4.3 and mlh1 rad18 1.2.
CCC(=O)[CH-]C(=O)CC.CCC(=O)[CH-]C(=O)CC.[Cu+2] was read as sgs1 mgt1 10.2, rad50 10.9, mec2-1 -1.9, yeast bub3 -17.6, cln2 rad14 -39.4 and mlh1 rad18 0.0.
Cc1ccccc1NC(=O)C1C(=O)N(c2ccccc2C)C(=O)/C1=N/O (centres undefined) was read as sgs1 mgt1 -4.5, rad50 -21.4, mec2-1 3.0, yeast bub3 -5.2, cln2 rad14 -26.6 and mlh1 rad18 3.6.
`Clc1ccc2c(NCc3ccncc3)ccnc2c1` gave sgs1 mgt1 -1.2, rad50 1.1, mec2-1 -4.9, yeast bub3 -8.6, cln2 rad14 15.5 and mlh1 rad18 4.9.
`Cc1ccc(S(=O)(=O)NN)cc1` gave sgs1 mgt1 5.7&-3.6, rad50 9.3&-8.7, mec2-1 -9.9&2.3, yeast bub3 16.4&-30.2, cln2 rad14 6.7&2.5 and mlh1 rad18 5.9&-20.0.
For CCN(CC)C(=O)c1ccc[n+](CC(=O)Nc2ccccc2)c1 the results were sgs1 mgt1 4.8, rad50 -1.8, mec2-1 -12.9, yeast bub3 4.8, cln2 rad14 10.3 and mlh1 rad18 -2.4.
Screening N#Cc1c(O)c(C=O)c(=O)n2c1[nH]c1ccccc12 returned sgs1 mgt1 -21.7, rad50 -30.6, mec2-1 -45.5, yeast bub3 4.0, cln2 rad14 -8.2 and mlh1 rad18 -0.1.
COC(=O)c1c(-c2cc(OC)c(OC)cc2[N+](=O)[O-])cn(C)c1C was read as sgs1 mgt1 7.2, rad50 31.6, mec2-1 3.1, yeast bub3 3.8, cln2 rad14 -8.4 and mlh1 rad18 5.0.
`N#Cc1c(N)nc(N)nc1Nc1ccc(I)cc1` gave sgs1 mgt1 13.2, rad50 6.3, mec2-1 6.2, yeast bub3 7.2, cln2 rad14 -77.3 and mlh1 rad18 8.6.
For CC(C)CC(NS(=O)(=O)Cc1ccccc1)C(=O)O (centres undefined) the results were sgs1 mgt1 10.6, rad50 -26.8, mec2-1 15.8, yeast bub3 9.1, cln2 rad14 -39.8 and mlh1 rad18 3.6.
`COc1cccc(C(c2ccccc2)C(CO)CO)c1` (centres undefined) gave sgs1 mgt1 1.9, rad50 13.2, mec2-1 -4.4, yeast bub3 -5.4, cln2 rad14 1.1 and mlh1 rad18 -22.2.
CC(C)(C)OC1COCCO1 (centres undefined) was read as sgs1 mgt1 8.3, rad50 12.1, mec2-1 -5.3, yeast bub3 8.0, cln2 rad14 1.3 and mlh1 rad18 13.8.
CCN(CC(=O)O)C(=O)c1cccnc1 was read as sgs1 mgt1 -33.4, rad50 -17.9, mec2-1 4.0, yeast bub3 -6.6, cln2 rad14 -28.7 and mlh1 rad18 -6.4.
`O=c1cc(N=Nc2ccc(Cl)c(Cl)c2)[nH]c(=O)[nH]1` gave sgs1 mgt1 88.7*, rad50 85.8*, mec2-1 86.6*, yeast bub3 86.8*, cln2 rad14 89.5* and mlh1 rad18 82.0*.
`Oc1cccc(-c2nc(-c3ccccc3)c(-c3ccccc3)[nH]2)c1` gave sgs1 mgt1 53.1, rad50 98.5*, mec2-1 98.8*, yeast bub3 98.8*, cln2 rad14 99.2* and mlh1 rad18 98.5*.
Screening CC(C)c1ccc(C[n+]2ccccc2/C=N/O)cc1 returned sgs1 mgt1 7.9, rad50 6.6, mec2-1 -6.5, yeast bub3 -8.5, cln2 rad14 0.6 and mlh1 rad18 -4.1.
For Cc1ccc2nc3c4ccccc4c4ccccc4c3nc2c1 the results were sgs1 mgt1 33.9, rad50 31.8, mec2-1 -5.0, yeast bub3 27.9, cln2 rad14 -2.2 and mlh1 rad18 7.5.
`CC1CCC2(CC1)CC(=O)N(N1CCOCC1)C(=O)C2` gave sgs1 mgt1 21.9, rad50 14.0, mec2-1 17.4, yeast bub3 10.6, cln2 rad14 26.9 and mlh1 rad18 36.0.
Screening c1ccc2nc3c(nc2c1)sc1nc2ccccc2n13 returned sgs1 mgt1 -11.9, rad50 9.7, mec2-1 3.4, yeast bub3 8.3, cln2 rad14 10.9 and mlh1 rad18 17.1.
CC1(C)OC12C=CC1C2C2CCC1C21OC1(C)C (centres undefined) was read as sgs1 mgt1 -2.9, rad50 8.0, mec2-1 8.7, yeast bub3 -7.3, cln2 rad14 20.1 and mlh1 rad18 -14.6.
For O=[N+]([O-])c1ccc(/C=N\OCc2cscn2)cc1 the results were sgs1 mgt1 62.4, rad50 76.7*, mec2-1 55.5, yeast bub3 -19.4, cln2 rad14 -13.4 and mlh1 rad18 71.0*.
`CCOC(=O)C(NC(=O)Nc1ccc(C)cc1)(OCC)C(F)(F)F` (centres undefined) gave sgs1 mgt1 -70.3, rad50 -43.8, mec2-1 -41.9, yeast bub3 -34.6, cln2 rad14 -18.1 and mlh1 rad18 -51.7.
For O=C(O)CCc1ccc2ccccc2c1 the results were sgs1 mgt1 37.7, rad50 62.8, mec2-1 51.4, yeast bub3 53.7, cln2 rad14 83.2* and mlh1 rad18 88.2*.
Screening COc1ccc(C=C2C(=O)OC(C)(C)OC2=O)cc1OC returned sgs1 mgt1 -8.5, rad50 -6.7, mec2-1 -8.8, yeast bub3 -23.8, cln2 rad14 30.0 and mlh1 rad18 -4.8.
`C=C1Sc2ccccc2N1C` gave sgs1 mgt1 27.4, rad50 43.4, mec2-1 5.3, yeast bub3 19.6, cln2 rad14 12.8 and mlh1 rad18 25.3.

No enrichment for hits, and some 14% of all compounds hit somewhere here.
